Bioassay records as filed in PubChem.
Avidin bead fluor = avidin bead compound fluorescence profile; hit rate 0.38% among 220,000; fluorescence (KMESF) at 10 µM; Avidin beads, compound fluorescence 488/530 nm, flow cytometry; hits give high values; AID 1775; in the data active = fluorescence above about 47; note: inactives centre near 10
Mcl1 Noxa PPI = Mcl-1/Noxa interaction inhibition. Q07820. TR-FRET Mcl-1/Noxa peptide binding, 2 h. inhibition, % at 21.7 µM. hit rate 1.5% among 220,000;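 active = compounds that cut the protein-peptide binding signal by more than 50% relative to plate controls in a single-dose test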;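 note: His-tagged Mcl-1 with rhodamine Noxa BH3 peptide and terbium anti-His antibody; 0% = Mcl-1 plus Noxa peptide wells and 100% = peptide-only wells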
Target sequence (Q07820 whole entry, looked up): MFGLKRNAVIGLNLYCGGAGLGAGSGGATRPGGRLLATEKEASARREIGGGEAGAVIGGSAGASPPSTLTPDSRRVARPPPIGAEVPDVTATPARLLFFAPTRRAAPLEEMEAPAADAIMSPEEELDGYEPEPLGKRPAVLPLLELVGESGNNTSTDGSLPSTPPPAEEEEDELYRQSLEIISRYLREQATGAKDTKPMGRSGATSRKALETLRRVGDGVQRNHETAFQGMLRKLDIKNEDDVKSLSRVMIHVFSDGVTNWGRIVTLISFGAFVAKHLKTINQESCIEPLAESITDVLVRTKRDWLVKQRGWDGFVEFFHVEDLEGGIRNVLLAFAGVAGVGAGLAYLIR
Cdc42 wt = human Cdc42 wildtype GTP binding change, either direction; P60953; GST-Cdc42 beads, Bodipy-GTP binding, flow cytometry; actives lie on both sides; percent activity (GTP binding), % at 10 µM; hit rate 0.2% among 190,000; AID 761;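 active = percent activity GTP binding at least 20 points away from the 100% baseline, either down as inhibitor or up as activator; inconclusive = compound flagged as likely green fluorescent from well-wide comparison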;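 note: median bead fluorescence of bound Bodipy-FL-GTP at 100 nM; 0% = excess unlabeled GTP control and 100% = no compound control; below 100% means less GTP binding so inhibitor and above means activator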
Target sequence (P60953 whole entry, looked up): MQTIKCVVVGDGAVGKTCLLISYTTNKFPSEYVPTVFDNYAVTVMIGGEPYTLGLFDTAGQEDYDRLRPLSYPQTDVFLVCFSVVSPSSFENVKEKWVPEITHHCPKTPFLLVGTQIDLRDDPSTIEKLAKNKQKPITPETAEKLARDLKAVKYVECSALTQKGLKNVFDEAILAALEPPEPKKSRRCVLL
Pf gametocyte = P. falciparum stage V gametocyte viability inhibition | hit rate 0.065% among 150,000 | inhibition, % at 10.9 µM | P. falciparum stage V gametocytes, ATP luminescence, 24 h | AID 743093;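 active = inhibition above the mean plus 3 SD of compounds within the control limits, set per campaign, cut at about 38% in these data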;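 note: 0% = DMSO wells and 100% = medium only without gametocytes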
Rac1 mut GTP = human Rac1 activated mutant GTP binding change. GST-Rac1 activated beads, fluorescent GTP binding, flow cytometry; actives lie on both sides; 100% means binding = to untreated wells. percent activity (GTP binding), % at 10 µM. hit rate 0.11% among 190,000. AID 764;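 active = GTP binding at least 20 percentage points away from the 100% baseline, in either direction, so actives lie on both sides; inconclusive = Compound likely fluorescent itself, or too few beads counted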
Rab2 wt GTP = changes GTP binding to wildtype dog Rab2A, up or down | P61105 | GST-Rab2 wt beads, Bodipy-GTP binding, flow cytometry | GTP binding activity, % at 10 µM | hit rate 0.19% among 190,000 | AID 760;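 active = GTP binding activity at least 20 points away from 100%, either lowered or raised; inconclusive = signal likely due to the compound's own green fluorescence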;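 note: 0% = beads with excess unlabeled GTP and 100% = no-compound control corrected for plate trend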
Rab7 wt GTP bind = alters GTP binding to wildtype dog Rab7; GST-Rab7 beads, fluorescent GTP binding, flow cytometry; actives lie on both sides; untreated = 100%, excess cold GTP = 0%; GTP binding activity (percent of control), % at 10 µM; hit rate 0.055% among 190,000;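 active = fluorescent GTP binding to Rab7 beads changed by at least 20 points from the 100% baseline, either direction, mostly lower; inconclusive = compound itself probably fluorescent, or too few beads counted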;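 note: median green fluorescence of bound Bodipy-FL-GTP per Rab7 bead population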
Rac1 wt modul = modulators of human Rac1 wildtype GTP binding; hit rate 0.27% among 190,000; GTP binding activity (% of control), % at 10 µM; AID 757; GST-Rac1 beads, fluorescent GTP binding, flow cytometry; actives lie on both sides; 0 = cold GTP competed, 100 = untreated; P63000;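 active = GTP binding activity at least 20 points away from the 100% control level, either lower or higher; inconclusive = compound flagged as likely green fluorescent, judged across all proteins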
HRas wt GTP bind = human HRas wildtype GTP binding, change in either direction | AID 759 | GST-Ras wt beads, Bodipy-FL-GTP binding, flow cytometry; actives lie on both sides | hit rate 0.14% among 190,000 | GTP binding activity, % at 10 µM | P01112;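 active = GTP binding activity at least 20% away from the 100% baseline, either lowered as inhibitor or raised as activator; inconclusive = flagged as likely green fluorescent, judged across all proteins in the well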;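 note: 0% = unlabeled GTP competition control and 100% = no-compound control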
Target sequence (P01112 whole entry, looked up): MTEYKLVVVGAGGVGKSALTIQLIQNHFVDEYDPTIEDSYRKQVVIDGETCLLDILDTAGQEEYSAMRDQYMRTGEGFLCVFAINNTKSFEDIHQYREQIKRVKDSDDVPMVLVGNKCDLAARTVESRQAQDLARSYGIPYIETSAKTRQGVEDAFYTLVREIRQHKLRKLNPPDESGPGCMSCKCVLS
ABCG2 inh = human ABCG2 inhibition, ABCB1 as counter-screen; inhibition, % at 6.6 µM; Q9UNQ0; hit rate 0.1% among 190,000; IgMXP3 cells, JC-1 efflux, flow cytometry; AID 1325;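 active = inhibition above 80%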;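 note: 0% = DMSO and 100% = nicardipine control wells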
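Read-out basis: Efflux inhibition in percent versus controls | Test system: ABCG2 IgMXP3 and barcoded ABCB1 CCRF-Adr cell mix | Quantity: 3 million cells/mL in well | Schedule: 10 min at 25 °C | Control set: Nicardipine as high control, DMSO as low control | Reagent: JC-1 as fluorescent efflux pump substrate | Signal: Flow cytometry of retained JC-1 fluorescence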
ABCB1 block = blocks JC-1 efflux by human ABCB1 transporter | P08183 | CCRF-Adr cells, flow cytometry | inhibition, % at 6.6 µM | hit rate 0.067% among 190,000 | AID 1326; in the data active = inhibition above about 40%;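 note: 0% = vehicle and 100% = reference inhibitor; higher value means more JC-1 retained so stronger ABCB1 efflux block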
* hit, by the source's call; ? = inconclusive; / = no result given. Random draw from the library. Share with any hit: about 2.3%.

#1 C=C(C)CSc1nnc(-c2cccc(Cl)c2)n1N
#2 CCOc1cnn(Cc2ccccc2)c(=O)c1SCc1ccccc1
#3 COc1ccc(C(=O)Nn2cnc3ccccc3c2=O)c(OC)c1
#4 CCn1c2ccccc2c2nnc(SCC(=O)OCN3C(=O)c4ccccc4C3=O)nc21
#5 COc1ccc(N(C(=O)Cn2nnc3ccccc32)C(C(=O)NCc2ccco2)c2cccnc2)cc1 (stereo unspecified)
#6 COc1ccc(N(C(=O)CCl)C(C(=O)NCCc2ccccc2)c2cccs2)cc1 (stereo unspecified)
compound no.	1	2	3	4	5	6
Avidin bead fluor	6	11	7	27	29	15
Mcl1 Noxa PPI	6	70*	-6	-9	0	15
Cdc42 wt	97	101	96	96	101	97
Pf gametocyte	/	9	0	/	2	-13
Rac1 mut GTP	94	101	96	97	98	98
Rab2 wt GTP	93	101	96	94	98	97
Rab7 wt GTP bind	98	103	96	94	99	99
Rac1 wt modul	97	105	94	97	102	98
HRas wt GTP bind	97	103	96	95	99	96
ABCG2 inh	2	16	3	4	3	1
ABCB1 block	0.5	0.9	0.1	1.0	1.1	0.7

#7 COc1ccc(/C=N/Nc2cc(=O)n(C)c(=O)n2C)cc1OC
#8 COc1ccc(C2C(C(=O)c3ccco3)=C(O)C(=O)N2c2nnc(C)s2)cc1 (stereo unspecified)
#9 CNC(=O)CN(c1ccc(C(C)C)cc1)S(C)(=O)=O
#10 CCn1c(=O)c(C)nn2c3ccccc3nc12
#11 Cc1ccc2nc(-c3ccccc3N)[nH]c2c1
#12 COc1ccc2nc(SCC(=O)NC(C)(C)C)[nH]c2c1
compound no.	7	8	9	10	11	12
Avidin bead fluor	17	5	6	11	6	12
Mcl1 Noxa PPI	33	5	10	8	16	-1
Cdc42 wt	102	95	93	103	101	96
Pf gametocyte	-5	5	6	12	31	/
Rac1 mut GTP	95	97	93	101	98	98
Rab2 wt GTP	95	98	92	98	95	100
Rab7 wt GTP bind	99	104	95	98	97	98
Rac1 wt modul	99	96	92	108	100	101
HRas wt GTP bind	94	100	92	101	95	98
ABCG2 inh	88*	1	-2	1	4	42
ABCB1 block	2.9	0.3	-0.1	0.0	1.3	0.4

3 records drawn at random from those above, as already listed:
#4 CCn1c2ccccc2c2nnc(SCC(=O)OCN3C(=O)c4ccccc4C3=O)nc21
#3 COc1ccc(C(=O)Nn2cnc3ccccc3c2=O)c(OC)c1
#2 CCOc1cnn(Cc2ccccc2)c(=O)c1SCc1ccccc1
compound no.	4	3	2
Avidin bead fluor	27	7	11
Mcl1 Noxa PPI	-9	-6	70*
Cdc42 wt	96	96	101
Pf gametocyte	/	0	9
Rac1 mut GTP	97	96	101
Rab2 wt GTP	94	96	101
Rab7 wt GTP bind	94	96	103
Rac1 wt modul	97	94	105
HRas wt GTP bind	95	96	103
ABCG2 inh	4	3	16
ABCB1 block	1.0	0.1	0.9

Remaining list, next part.
#13 C=CCN1C(=Nc2cccnc2)SCC1(O)c1ccc(C)cc1 (stereo unspecified)
#14 Cc1cc(NC(=O)COC(=O)c2c(C)noc2C)ccc1Br
#15 CSc1ncccc1C(=O)OCC(=O)c1cc2ccccc2o1
#16 O=C(CCCn1cnc([N+](=O)[O-])n1)Nc1cccc(O)c1
#17 CCCS(=O)(=O)N1CCN(CC2CC3C=CC2C3)CC1 (stereo unspecified)
#18 O=C(Nc1ccc(N2CCCC2)c(Cl)c1)c1ccco1
compound no.	13	14	15	16	17	18
Avidin bead fluor	11	22	13	23	14	23
Mcl1 Noxa PPI	15	0	-15	19	18	38
Cdc42 wt	100	91	103	93	100	99
Pf gametocyte	/	12	/	26	8	/
Rac1 mut GTP	99	95	99	95	94	98
Rab2 wt GTP	99	92	103	91	95	98
Rab7 wt GTP bind	101	89	99	98	94	95
Rac1 wt modul	104	93	102	98	97	103
HRas wt GTP bind	102	92	101	95	97	99
ABCG2 inh	0	2	-1	-1	-1	-2
ABCB1 block	0.2	0.7	-0.3	-0.3	-0.4	-0.9

#19 O=C(CN1CCC(NC(=O)c2ccccc2F)CC1)Nc1ccc2c(c1)OCCO2
#20 Cc1ccc2nc(NC(=O)CN(C)S(=O)(=O)c3ccc(Br)s3)sc2c1
#21 Cc1ccc(NC(=O)c2sc(Cl)nc2-c2ccccc2)cc1C
#22 CC(C)c1cc(Br)ccc1OCCN1C(=O)NC(C)(C)C1=O
#23 O=C(NNC(=O)c1cc2cc(Br)ccc2oc1=O)c1ccc(O)cc1
#24 COc1ccc(NC(=O)COC(=O)c2ccco2)c([N+](=O)[O-])c1
compound no.	19	20	21	22	23	24
Avidin bead fluor	12	16	7	11	12	16
Mcl1 Noxa PPI	12	-1	-64	14	10	-9
Cdc42 wt	97	105	105	92	96	?
Pf gametocyte	/	11	/	-8	1	-2
Rac1 mut GTP	95	100	101	94	92	?
Rab2 wt GTP	96	103	101	95	97	?
Rab7 wt GTP bind	98	106	100	100	101	?
Rac1 wt modul	99	106	106	96	95	?
HRas wt GTP bind	96	103	102	95	93	?
ABCG2 inh	2	0	0	59	1	1
ABCB1 block	0.1	-0.2	0.0	4.3	-0.1	0.2

#25 Cc1nn(-c2ccccc2)c2sc(C(=O)NCCN3CCOCC3)cc12
#26 CC1N(C)c2cc(NC(=O)c3ccco3)c(P(=O)(Nc3ccc([N+](=O)[O-])cc3)N3CCOCC3)cc2C1(C)C (stereo unspecified)
#27 CCSc1ccccc1C(=O)NCc1ccc2c(c1)OCO2
#28 Cc1ccc(NC(=O)CN2C(=O)NC(Cc3ccccc3)C2=O)c(Br)c1 (stereo unspecified)
#29 Cc1c(C(=O)N2CCCC2)sc(NC(=O)c2cccs2)c1C#N
#30 CC(NC(=S)Nc1ccc(Cl)cc1)C(c1ccccc1)N1CCOCC1 (stereo unspecified)
compound no.	25	26	27	28	29	30
Avidin bead fluor	9	10	7	11	28	10
Mcl1 Noxa PPI	/	6	-10	13	-5	17
Cdc42 wt	95	95	99	96	100	107
Pf gametocyte	/	/	6	-5	/	/
Rac1 mut GTP	96	93	99	98	98	99
Rab2 wt GTP	93	96	101	100	100	105
Rab7 wt GTP bind	98	105	99	107	101	102
Rac1 wt modul	94	97	104	100	98	106
HRas wt GTP bind	93	95	98	98	101	104
ABCG2 inh	43	6	1	9	1	3
ABCB1 block	1.9	3.1	-0.4	0.8	0.0	0.7

#31 COCCn1c(SCC(=O)NCc2ccc3c(c2)OCO3)nc2ccccc2c1=O
#32 Clc1nn2cnnc2c2ccccc12
#33 CCOc1ccc(NC(=O)CCC(=O)NNC(=O)c2ccco2)cc1
#34 CCn1c(CNc2ccc(F)cc2)nnc1SCCN1CCCCC1
#35 O=C(NCCCn1ccnc1)c1cc2ccccc2oc1=O
#36 CCOc1ccc(-n2c(O)c(/C=N/Nc3nc(C)cc(C)n3)c3ccccc3c2=O)cc1
compound no.	31	32	33	34	35	36
Avidin bead fluor	12	8	12	18	1	32
Mcl1 Noxa PPI	21	-14	-1	2	6	-46
Cdc42 wt	100	94	98	104	104	93
Pf gametocyte	/	-15	-12	/	7	9
Rac1 mut GTP	98	95	95	100	99	93
Rab2 wt GTP	99	97	99	101	98	92
Rab7 wt GTP bind	92	99	103	98	101	91
Rac1 wt modul	95	95	99	103	101	93
HRas wt GTP bind	96	95	100	100	99	93
ABCG2 inh	15	3	1	0	4	11
ABCB1 block	1.3	0.5	0.3	0.1	1.0	1.2

The list goes on, overlapping the part above by four compounds.
#33 CCOc1ccc(NC(=O)CCC(=O)NNC(=O)c2ccco2)cc1
#34 CCn1c(CNc2ccc(F)cc2)nnc1SCCN1CCCCC1
#35 O=C(NCCCn1ccnc1)c1cc2ccccc2oc1=O
#36 CCOc1ccc(-n2c(O)c(/C=N/Nc3nc(C)cc(C)n3)c3ccccc3c2=O)cc1
#37 O=C(CSc1nnc(-c2ccc(Cl)cc2Cl)n1C1CCCCC1)NC1CCS(=O)(=O)C1 (stereo unspecified)
#38 CC(=O)Nc1ccc(N=Cc2c(O)c(C(=O)Nc3ccccc3)cc3ccccc23)cc1
#39 O=C(Nc1ccc(-c2nnco2)cc1)c1ccccc1
#40 COc1cccc(CN2CCN(Cc3ccc4c(c3)OCCO4)CC2CCO)c1 (stereo unspecified)
#41 COc1ccc(OCc2nn3c(Cn4cnc5ccccc54)nnc3s2)cc1
#42 O=C(CCc1nnc(Cc2c[nH]c3ccccc23)o1)NC1CCCC1
compound no.	33	34	35	36	37	38	39	40	41	42
Avidin bead fluor	12	18	1	32	14	24	9	10	2	11
Mcl1 Noxa PPI	-1	2	6	-46	-1	84*	-8	1	15	6
Cdc42 wt	98	104	104	93	102	?	104	98	95	97
Pf gametocyte	-12	/	7	9	/	-15	/	-6	-32	-27
Rac1 mut GTP	95	100	99	93	100	?	100	99	94	96
Rab2 wt GTP	99	101	98	92	101	?	103	96	93	95
Rab7 wt GTP bind	103	98	101	91	102	?	99	100	91	95
Rac1 wt modul	99	103	101	93	102	?	101	99	97	97
HRas wt GTP bind	100	100	99	93	103	?	104	96	96	92
ABCG2 inh	1	0	4	11	6	103*	0	0	-3	1
ABCB1 block	0.3	0.1	1.0	1.2	0.5	70*	0.0	0.4	-0.5	0.1

#43 Cn1c(=O)cc(SCC(=O)NCCN2CCN(c3ccccc3F)CC2)c2cc(Cl)ccc21
#44 Cc1cc(C)nc(SCSc2nc(C)cc(C)n2)n1
#45 CCCCCn1c(=O)c(-c2nc3ccccc3[nH]2)c(O)c2ccccc21
#46 O=C(Nc1ccccc1)N1CCN(CCc2ccccc2)CC1
#47 O=c1c2cc(NC(=S)NC3CC3)ccc2nc2n1CCCCC2
#48 COC(=O)c1ccccc1Sc1c(/C=N/OCc2ccc(Cl)cc2)c(C(F)(F)F)nn1C
compound no.	43	44	45	46	47	48
Avidin bead fluor	15	10	12	9	8	20
Mcl1 Noxa PPI	14	12	-16	14	12	-5
Cdc42 wt	102	96	98	101	?	109
Pf gametocyte	18	20	8	4	/	/
Rac1 mut GTP	100	94	94	95	?	105
Rab2 wt GTP	99	96	97	96	?	104
Rab7 wt GTP bind	93	93	95	102	?	101
Rac1 wt modul	100	96	98	99	?	109
HRas wt GTP bind	100	98	95	98	?	105
ABCG2 inh	20	1	5	4	13	24
ABCB1 block	4.4	0.3	1.5	1.1	1.1	1.7
